LDHA inh: inhibitors of human lactate dehydrogenase A; P00338; purified LDHA, NADH/diaphorase-resazurin fluorescence; stronger effect = lower value; activity change, % (values are at about 110 or 230 µM); 480,000 compounds, 0.15% hits; AID 1347041; in the data active means activity change below about -30%; inconclusive means mostly about -25% to -30%;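 further: plate controls were DMSO wells for no effect and wells without enzyme for full effect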
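LDH5 2 nM; NADH 0.06 mM, pyruvate 0.2 mM; 200 mM Tris pH 7.4, EDTA, Tween-20; 5 min RT. Detection: diaphorase 0.133 mg/mL + resazurin 37 µM, fluorescence ex540/em590 at 0 and 20 min; normalized to enzyme-free and DMSO wells.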
RGS4 inhibitor: blocks human RGS4-accelerated GTP hydrolysis; P49798; Transcreener GDP fluorescence polarization, RGS4-accelerated GTP hydrolysis; Potency, µM (top dose mostly 114 µM), inactives show top-dose activity change, negative = inhibition, most hits filed as inhibitors; 390,000 compounds, 0.039% hits; further: potency means the concentration at half of the fitted maximal effect; on the % scale 0 is the no-effect control and ±100 the full control effect; nearly all actives have a fitted effect of over 75% in size; some results filed as inactive show a strong effect at the top dose
Target sequence (P49798 whole entry, looked up): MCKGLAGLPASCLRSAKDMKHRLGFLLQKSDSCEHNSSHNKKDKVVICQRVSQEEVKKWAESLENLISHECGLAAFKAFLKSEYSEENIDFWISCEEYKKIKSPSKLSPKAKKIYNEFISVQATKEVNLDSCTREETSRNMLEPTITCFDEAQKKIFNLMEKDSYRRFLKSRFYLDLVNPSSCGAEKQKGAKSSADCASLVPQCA
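MLSMR compounds (23 nl, pin-transferred) preincubated 10 min at room temperature with a 500nM (2x) first reagent, then RGS4 at 900nM (2x) plus Transcreener GDP mix added; fluorescence polarization (620/688 nm) read before and after 90 min at 30 °C.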
12-LOX inh: blocks human arachidonate 12S-lipoxygenase; P18054; purified 12hLO, xylenol orange hydroperoxide absorbance; Potency, µM (highest dose often 108 µM), for inactives: at the top dose activity change, negative = inhibition, most hits filed as inhibitors; 580,000 compounds, 1.1% hits; AID 1671190; further: potency means the concentration at half of the fitted maximal effect; on the % scale 0 is the no-effect control and ±100 the full control effect
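Purified human 12hLO (150 nM final) in 25 mM Hepes, 0.01% Triton X-100, pH 7.0 was preincubated 15 min at room temperature with compound. Then 40 uM arachidonic acid was added, 30 min. Hydroperoxide was read by Fe-XO absorbance ratio 573/405 nm.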
ERG-DNA inh: ERG Ets/DNA interaction inhibition; P11308; fluorescence polarization, His-ERG Ets domain / labelled DNA; Potency, µM (doses to about 76.9 µM), for inactives: at the highest dose FP activity, negative = inhibition, actives largely listed as inhibitors; 370,000 compounds, 0.028% hits; AID 624246; active means well fitted inhibition curve with a large enough effect in the polarisation, with a control signal flat; inconclusive means small, poorly fitted or top-dose-only effect, or effect the other way, or a change in a side signal; inactive means no such curve, though single readings can be large or run the other way; the % refers to the polarisation;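 further: polarization taken with two DNA probes labelled with fluorescein and Texas red; potency means the concentration at half of the fitted maximal effect; % of control where 0% means no effect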
Target sequence (P11308 whole entry, looked up, the tested form may be a part): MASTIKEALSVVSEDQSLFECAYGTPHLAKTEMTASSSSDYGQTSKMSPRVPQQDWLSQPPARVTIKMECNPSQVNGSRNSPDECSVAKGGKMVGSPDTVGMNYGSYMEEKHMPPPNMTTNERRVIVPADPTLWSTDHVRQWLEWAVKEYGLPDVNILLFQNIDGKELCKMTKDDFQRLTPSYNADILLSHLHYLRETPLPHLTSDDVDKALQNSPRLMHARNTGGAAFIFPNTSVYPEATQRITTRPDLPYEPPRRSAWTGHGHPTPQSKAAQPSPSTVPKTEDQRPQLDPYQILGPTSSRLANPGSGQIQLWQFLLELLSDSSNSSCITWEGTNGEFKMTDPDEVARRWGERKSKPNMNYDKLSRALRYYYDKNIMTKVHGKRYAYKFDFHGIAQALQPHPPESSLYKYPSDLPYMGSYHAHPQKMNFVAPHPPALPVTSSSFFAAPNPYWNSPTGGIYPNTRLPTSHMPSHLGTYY
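His-tagged ERG Ets domain (1 uM in the protein solution; 300mM KCl, 50mM Tris-HCl, 1mM EDTA, 1mM DTT, pH 7.5) received compound, then a probe mix of 5 nM fluorescein-DNA and 100nM Texas-615-DNA. Fluorescence polarization was read for both dyes.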
D2 agonist: activates the human D2 dopamine receptor | HEK293 T-REx D2 cells, calcium flux agonist mode | activation, % at 2 µM | 340,000 compounds, 0.53% hits;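 active means activation over 3 SD above normal in the single-dose calcium agonist read, cut at about 30% in these data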; further: 0% is about no effect
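Tetracycline-induced HEK293 Trex cells with D2 receptor force-coupled to calcium signaling, plated overnight at 30 C and loaded with no-wash calcium dye. Calcium flux read kinetically for 180 s after compound addition; responses flag agonists.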
Vif-APOBEC3G blk: inhibitors of Vif-APOBEC3G interaction. HeLa A3G-eYFP + Vif (tagged APOBEC3G with the HIV-1 protein that degrades it), YFP fluorescence, overnight. AID 602310. 410,000 compounds, 0.076% hits. Q9HC16. Potency, µM (doses to about 46.1 µM), inactives show top-dose activity, negative = active, most hits filed as inhibitors;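 further: potency means the concentration at half of the fitted maximal effect; on the % scale 0 is the no-effect control and ±100 the full control effect; nearly all actives have a fitted effect of over 60% in size; hits raise eYFP signal because A3G escapes Vif-driven loss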
Target sequence (Q9HC16 whole entry, looked up): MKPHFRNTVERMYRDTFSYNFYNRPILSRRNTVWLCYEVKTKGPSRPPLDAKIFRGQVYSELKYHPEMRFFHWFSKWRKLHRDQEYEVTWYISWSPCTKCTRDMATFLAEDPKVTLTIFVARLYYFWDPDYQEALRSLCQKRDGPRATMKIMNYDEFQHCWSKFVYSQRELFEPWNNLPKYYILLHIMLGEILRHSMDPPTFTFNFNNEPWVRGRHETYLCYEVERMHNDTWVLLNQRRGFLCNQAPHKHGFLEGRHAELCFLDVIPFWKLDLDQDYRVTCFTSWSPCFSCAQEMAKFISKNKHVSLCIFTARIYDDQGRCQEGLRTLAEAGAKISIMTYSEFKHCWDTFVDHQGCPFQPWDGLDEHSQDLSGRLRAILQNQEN
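HeLa cells stably expressing Vif and C-terminally eYFP-tagged A3G, seeded overnight at 37 deg C, then exposed to compound by pintool overnight at 37 deg C. Rise in yellow fluorescence (Ex 488/Em 500-530, Acumen) marks blocked Vif-driven A3G degradation.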
Glioma ERSR ind: inducers of ER stress response in human glioma cells; Potency, µM, without a hit: at the top dose activation, hits mostly activators; U87-MG GRP78 promoter luciferase reporter, 16 h; 420,000 compounds, 0.02% hits; further: potency means the concentration at half of the fitted maximal effect; series mostly up to about 76 µM; % of control where 0% means no effect; nearly all actives have a fitted effect of over 35% in size
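Stably transfected U87-MG glioma cells carrying a GRP78-based luciferase sensor; 16 h compound incubation. Luminescence end-point read 10 min after Bright-Glo addition at room temperature.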
Vif-APOBEC3F blk: Vif-A3F binding inhibition | HeLa A3F-eYFP + Vif (tagged APOBEC3F with the HIV-1 protein that degrades it), YFP fluorescence increase | Potency, µM (doses to about 46.1 µM), for inactives: top-dose activity, negative = active | 390,000 compounds, 0.2% hits; further: potency means the concentration at half of the fitted maximal effect; % of control where 0% means no effect; nearly all actives have a fitted effect of over 65% in size
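Fluorescence increase (Ex 488/Em 500-530) after overnight compound treatment at 37 deg C flags inhibition of Vif-driven A3F-eYFP loss in stable HeLa A3F-eYFP/Vif cells seeded overnight beforehand.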
D2 antagonist: D2 dopamine receptor (human) antagonism; P14416; HEK293 TREx D2 cells, calcium flux, dopamine EC80; inhibition, % at 10 µM; 340,000 compounds, 2% hits; AID 485344; in the data active means inhibition above about 30%; further: 0% is about no effect
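Measurement of antagonist activity uses fluorescent calcium dye in inducible HEK293 T-REx D2 cells: 10 s baseline, compound addition with 180 s read, EC80 dopamine addition with a further 180 s read.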
* hit, by the source's call; i = inactive; ? = inconclusive; nt = no result given; & = joins results of further samples; [ ] = another dose, or the depositor's remark. Unless noted, the call rests on the fitted dose curve; in most records, active means well fitted curve in the direction sought with a large enough effect; inconclusive means small, poorly fitted or top-dose-only effect, or another doubt; inactive means no such curve, though single readings can be large; an effect the other way counts as inactive or inconclusive. An excerpt (hit frequency here may not be typical).

Order of results: LDHA inh	RGS4 inhibitor	12-LOX inh	ERG-DNA inh	D2 agonist	Vif-APOBEC3G blk	Glioma ERSR ind	Vif-APOBEC3F blk	D2 antagonist
Cc1cc(C)n2c(SCc3cccs3)nnc2n1
→ -3	-22%	57%[activator]	-1%	-2.3	2%	-1%	-8%	-21
CC(=O)c1ccc(OCCCC(=O)N2CCN(S(=O)(=O)c3ccc(C)cc3C)CC2)cc1
→ -9	2%	7%	9%	-0.3	1%	-1%	?	-8
CCOC(=O)c1c(NC(=O)CSc2cn(CCNC(=O)c3ccc(OC)c(OC)c3)c3ccccc23)sc2c1CCC2
→ 2	?	-36%	7%	-0.3	-4%	-3%	-2%	nt
COc1cc(/C=N/NC(=O)c2cccc(S(=O)(=O)N3CCCC3)c2)ccc1O
→ 0	-3%	12%	13%	-1.2	-1%	-2%	-3%	13
CN(CC(=O)Nc1cccc(F)c1)C(=O)C1CCC(C(=O)N(C)CC(=O)Nc2cccc(F)c2)CC1 (stereo not given)
→ -8	4%	0%	4%	nt	1%	1%	2%	nt
CCOC(=O)N1CCC(N(C(=O)Nc2ccccc2)C(C)CC)CC1 (stereo not given)
→ -4	11%	-1%	nt	4.6	2%	2%	0%	-8
CSc1nc(C)cc(SCC(=O)Nc2ccccc2)n1
→ -6	-10%	15%	-2%	0.3	2%	-5%	7%	-17
CC1(C(=O)NCC2CC2)Cc2c(-c3cccc(C(N)=O)c3)ccnc2O1 (stereo not given)
→ -5	nt	-12%	nt	nt	-6%	-3%	nt	nt
Cc1ccc(S(=O)(=O)Cn2nnnc2C(CC(C)C)N2CCN(C3CCCC3)CC2)cc1 (stereo not given)
→ -3	-27%	9%	-16%	1.8	-1%	-2%	10%	1
CC(C)=CCC[C@H](C)CC1Cc2[nH]c(=S)[nH]c(=O)c2C(c2ccc(F)cc2)O1 (stereo not given in full)
→ -18	nt	-93%	nt	nt	-13%	4%	nt	nt
COc1ccc(C(=O)CN(CCC(=O)O)S(=O)(=O)c2ccc([N+](=O)[O-])cc2)cc1
→ 1	-27%	-23%	-5%	1.4	-5%	-4%	-7%	6
Cn1ncc(Br)c1C(=O)Nc1ccc(Cl)cn1
→ -4	9%	426%[activator]	-4%	-0.2	0%	2%	6%	5
Cc1cc(NC(c2ccc(Cl)cc2)c2ccc3cccnc3c2O)no1 (stereo not given)
→ 0	7%	?	-7%	1.2	-20%	-3%	0%	3
CNC(=S)/N=C/NOCc1c(Cl)cccc1Cl
→ -9	11%	-2%	1%	0.7	0%	0%	11%	6
C=CCN(C(=O)c1cc(C)cc(C)c1)C1(C(=O)Nc2ccccc2)CCN(C(C)C)CC1
→ -4	23%	-17%	-4%	0.7	1%	-3%	-1%	3
COc1ccc(C(=O)Nc2ccc(OC)c(OC)c2)cc1
→ 2	22%	-11%	5%	0.5	-5%	1%	9%	-3
FC(F)(F)c1cc(-c2ccco2)nc(N2CCN(Cc3ccccc3)CC2)n1
→ 5	24%	?	-5%	-0.3	-2%	-6%	-6%	4
CCOc1ccc(CCNC(=O)COC(=O)CNS(=O)(=O)c2ccc(NC(C)=O)cc2)cc1OCC
→ -6	6%	-14%	5%	0.4	0%	-3%	6%	-15
O=C(Nc1ccc(C(=O)O)cc1)/C(=C\c1ccc([N+](=O)[O-])cc1)NC(=O)c1ccco1
→ 0	nt	?	nt	nt	2%	0%	-1%	nt
C=CCNC(=O)COC(=O)c1ccc(Cl)c(S(=O)(=O)N(Cc2ccccc2)c2ccccc2)c1
→ -2	9%[11.4 µM]	-12%	2%	0.2	-22%	-2%	-12%	-13
CCOc1ccc(-n2c(=O)c3c(C)c(C)sc3n(CC(=O)NCCc3ccccc3)c2=O)cc1
→ -5	-2%	-26%	-2%	nt	nt	nt	nt	nt
O=C(NCCC1=CCCCC1)C1CCCN(c2nc3ccccc3o2)C1 (stereo not given)
→ -7	9%	-27%	1%	nt	0%	-3%	-1%	nt
O=C(OCCc1cc2ccccc2c(=O)o1)N1CCOCC1
→ -5	-3%	10%	9%	0.4	1%	-3%	-3%	-15
CC(=O)Nc1cccc(OCCCNC(=O)C2CCC2)c1
→ -5	-17%	164%[activator]	-7%	-2.8	1%	-1%	9%	-1
Cc1ccc(-n2c3c(cc(-c4nc(-c5ccc(Cl)cc5)cs4)c2=O)C(=O)CC(C)(C)C3)cc1
→ -6	-18%	-7%	-1%	0.3	0%	-2%	-10%	nt
COc1ccc(C(=O)NC2=Nc3ccccc3N=C(C)C2c2ccccc2)cc1 (stereo not given)
→ 7&-7	-8%	?	0%	-0.4	-7%	?	4%	-10
CCN1C(=O)N(c2ccc(Cl)cc2)C(C)=CC1(C)C
→ 1	-8%[11.4 µM]	0%	2%	-1.2	0%	5%	-7%	7
CC(C)c1nnc(NC(=O)CC(=O)Nc2ccccc2C(=O)O)s1
→ -2	7%	?	-4%	-1.7	-1%	-13%	-14%	-1
NC(=O)c1ccc(NC(=O)COc2cccc3ccccc23)cc1
→ -2	-13%	73%[activator]	3%	0.5	-6%	-2%	-3%	9
O=C(NC1CS(=O)(=O)CC1NCc1ccccc1)c1ccccc1 (stereo not given)
→ -9	-33%	35%[activator]	7%	-0.4	-1%	-7%	-8%	-12
COc1ccc(OC)c2sc(N3CCN(C(=O)C4COc5ccccc5O4)CC3)nc12 (stereo not given)
→ -1	-18%	-10%	0%	0.0	0%	0%	1%	nt
Cc1cc(C(=O)O)c(=O)[nH]c1C
→ 2	19%	?	-4%	-0.4	2%	-4%	3%	-2
O=C(O)c1nc(-c2ccccc2)n(-c2cccc(C(F)(F)F)c2)n1
→ -5	15%	-14%	-5%	-1.3	2%	1%	1%	-15
O=c1[nH]cnc2c1cnn2Cc1ccccc1Cl
→ -1	12%	10%	9%	0.4	2%	13%	-14%	5
Cc1cc(NC(=O)COC(=O)Cn2c(C)csc2=O)ccc1Br
→ -2	-21%	10%	-19%	0.3	0%	-4%	0%	-17
Cc1nn2c3ccccc3nc2n(C)c1=O
→ -5	11%	1%	-3%	-0.1	1%	-5%	-20%	-4
O=C(O)c1ccc(S(=O)(=O)c2ccc3c(c2)C(=O)N(NC(=O)c2ccccc2)C3=O)cc1
→ -3	-17%	10%	-3%	-0.5	0%	4%	-4%	8
COc1ccc(-c2nc3n(n2)C(c2ccncc2)C(C(N)=O)=C(C)N3)cc1 (stereo not given)
→ -4	0%	0%	2%	-0.4	1%	-4%	-7%	7
CCOc1ccc(OCC(=O)OCC(=O)N2CCN(S(=O)(=O)c3ccc(C)cc3C)CC2)cc1
→ -11	14%	19%	-9%	nt	3%	-1%	1%	nt
CC(O)CNc1nc(NCc2ccccc2)c2cnn(C)c2n1 (stereo not given)
→ 0	2%	5%	7%	nt	-4%	-2%	-4%	nt
COc1ccc(N2C(=O)CC2(/C=C/c2ccccc2OC)C(=O)NC2CCCC2)cc1 (stereo not given)
→ 6	-3%	?	8%	-1.0	-15%	-3%	1%	-26
O=C(COc1ccc(S(=O)(=O)N2CCOCC2)cc1Cl)NCCN1CCOCC1
→ -8	15%	-3%	1%	0.8	1%	-4%	-10%	13
CC(C)=CCC/C(C)=C/CC/C(C)=N/O
→ -2	12%	0%	3%	-2.1	-6%	-2%	-8%	5
Cc1cccc(C)c1NC(=O)CN(Cc1ccc(Br)cc1)S(=O)(=O)c1ccccc1
→ -14	19%	-11%	2%	3.3	4%	-5%	-3%	nt
CCC(=O)c1c(NC(CC)CO)cc(C)oc1=O (stereo not given)
→ -10	6%	16%	4%	0.1	0%	4%	-8%	0
C[C@H]1CN([C@@H](C)CO)S(=O)(=O)c2ccc(-c3cncnc3)cc2O[C@H]1CN(C)C(=O)NC1CCCC1
→ -2	nt	-12%	nt	nt	1%	-4%	-9%	nt
O=C(CN(CC1CCCO1)S(=O)(=O)c1ccc(S(=O)(=O)NC2CC2)cc1)Nc1ccccc1 (stereo not given)
→ -10	-49%	158%[activator]	4%	-0.1	-5%	-3%	-1%	14
CCc1ccc(OCC(=O)NN2Cc3ccccc3C2=N)cc1
→ -4	15%	-8%	8%	-0.2	1%	-3%	1%	-25
O=C(Nc1nc(-c2ccccn2)cs1)C1CC1
→ 4	1%	22%	15%	0.4	-4%	-4%	?	-12
CCn1c(CSCc2ccc(Cl)cc2)nnc1SCC(=O)Nc1cccc(C(=O)O)c1
→ -9	-9%	-6%	5%	0.5	-1%	0%	14%	2
COC(=O)C1=C(C)NC(=O)C1(NS(=O)(=O)c1ccc(C)cc1)C(F)(F)F (stereo not given)
→ -1	-11%	3%	0%	-0.3	0%	-3%	0%	-2
Cc1ccccc1C(=O)Nc1cc(-c2ccc(Cl)cc2)nn1-c1ccccc1
→ -6	14%	-21%	1%	-0.5	0%	1%	-4%	nt
C/C(CC(=O)Nc1ccccn1)=N\NC(=O)c1cccc(C)c1
→ -11	31%	i	-10%	2.0	-2%	4%	-4%	-4
COCCCNC(=O)c1c[nH]c2ccc(S(=O)(=O)N3CCC(C)CC3)cc2c1=O
→ -9	9%	0%	-1%	0.9	5%	-1%	-12%	-10
Cc1cc(C(=O)OCC(=O)Nc2cc(C(F)(F)F)ccc2N2CCOCC2)c(C)o1
→ 4	22%	-11%	-3%	0.0	1%	-3%	nt	-42
